# ABCB6 inh 2 – human ABCB6 transporter inhibition | actives 0.19% (n = 360,000) | K562-ABCB6 porphyrin accumulation, flow cytometry, 1 h; active compounds read low | fluorescence ratio to DMSO, % at 10 µM;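 active = fluorescence ratio to DMSO below 75%, the collection mean minus 3 SD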;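 also: signal is porphyrin accumulated inside mitochondria; 100% equals median channel fluorescence of DMSO control wells; lower ratio means ABCB6 inhibition with less porphyrin fluorescence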
# Target sequence (Q9NP58 whole entry, looked up): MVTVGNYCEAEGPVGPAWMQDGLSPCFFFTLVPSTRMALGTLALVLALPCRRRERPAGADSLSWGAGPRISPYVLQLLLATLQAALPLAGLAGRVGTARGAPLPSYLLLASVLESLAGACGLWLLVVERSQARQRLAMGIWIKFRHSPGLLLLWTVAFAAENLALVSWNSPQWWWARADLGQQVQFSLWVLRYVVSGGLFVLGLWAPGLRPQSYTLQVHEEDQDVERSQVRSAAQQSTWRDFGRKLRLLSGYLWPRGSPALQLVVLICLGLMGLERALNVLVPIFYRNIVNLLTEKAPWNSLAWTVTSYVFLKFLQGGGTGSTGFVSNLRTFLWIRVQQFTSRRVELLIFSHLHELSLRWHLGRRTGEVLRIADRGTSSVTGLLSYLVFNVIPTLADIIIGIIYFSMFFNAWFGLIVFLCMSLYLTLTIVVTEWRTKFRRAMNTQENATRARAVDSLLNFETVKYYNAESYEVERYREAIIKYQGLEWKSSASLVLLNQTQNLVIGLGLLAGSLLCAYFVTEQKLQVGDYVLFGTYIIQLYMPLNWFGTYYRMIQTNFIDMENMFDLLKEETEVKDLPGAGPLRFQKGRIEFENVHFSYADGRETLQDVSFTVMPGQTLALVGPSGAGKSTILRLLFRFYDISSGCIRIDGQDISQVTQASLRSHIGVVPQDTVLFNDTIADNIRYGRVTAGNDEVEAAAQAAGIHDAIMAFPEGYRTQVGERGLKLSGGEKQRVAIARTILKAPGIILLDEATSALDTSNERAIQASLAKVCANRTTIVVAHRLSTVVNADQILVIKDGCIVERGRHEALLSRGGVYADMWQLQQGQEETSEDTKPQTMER
# CaV13 FRET inh – Primary screen for inhibitors of IQ motif and Ca2+-dependent inactivation inhibitor domain binding in CACNA1D, Förster resonance energy transfer in living cells, …. actives 0.098% (n = 340,000). HEK cells, CFP/YFP FRET ICDI-IQ, plate reader, 10 min; percent FRET-ratio fall versus neutral wells. inhibition, % at 12.3 µM;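 active = mean replicate inhibition of at least 30% and at least 1% of replicates passing that level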;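 also: 0% = median of the neutral control wells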
# MC4R antagonist – blocks human MC4R cAMP signaling. P32245. MC4R-expressing cells, MTII-stimulated cAMP, LANCE TR-FRET. inhibition, % at 6.5 µM. actives 0.48% (n = 360,000);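 active = inhibition above its plate's cutoff, the mean of tested wells on that plate plus 3 SD, cut at about 29% in these data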;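 also: 0% = Melanotan II alone and 100% = Melanotan II plus saturating MCL0020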
#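 Test system: U2OS cells stably expressing human melanocortin 4 receptor (MC4R); also added: Melanotan II challenge; compound: 6.5 µM single dose; timing: 30-min compound preincubation, 1-h Melanotan II challenge, 1-h detection, room temperature; signal: Eu-cAMP/anti-cAMP TR-FRET, emission 671 nm; repeats: one well per compound, no replicates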
# Glyco luc inh – N-linked glycosylation inhibition; reporter increase, % at 12.5 µM; D54 ERlucT glycosylation luciferase reporter, 24 h; percent of 100 nM tunicamycin response; AID 588692; actives 0.23% (n = 360,000);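 active = mean luciferase reporter signal, scaled so untreated is 0 and the glycosylation-blocking control 100, at or above a set limit in every replicate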;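 also: luciferase carries N-glycosylation sites so blocking glycosylation raises the light; 0% = median of neutral control wells and 100% = median of 100 nM tunicamycin wells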
# m5-HT2A agonist – agonists of mouse serotonin 5-HT2A receptor (HTR2A); activation, % at 7.6 µM; AID 624169; P35363; CHO-K1 mHTR2A beta-arrestin complementation, luminescence; percent of 30 µM serotonin response; actives 0.66% (n = 360,000);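 active = activation above a run cutoff, the mean activation of all tested compounds plus 3 SD, cut at about 14% in these data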;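 also: 0% = plate median of compound wells and 100% = 30 µM serotonin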
# MC4R barr agon – activates human MC4R beta-arrestin recruitment; P32245; U2OS MC4R beta-arrestin complementation, luminescence; percent of melanotan II response, DMSO zero; activation, % at 8.9 µM; actives 0.98% (n = 360,000); AID 540308;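 active = activation above a per-plate cutoff, the mean activation of sample wells on that plate plus 3 SD, cut at about 8% in these data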
# ABHD5-PLIN5 inh – inhibitors of human ABHD5-perilipin-5 interaction; Q00G26+Q8WTS1; Split G. princeps luciferase complementation, luminescence, 4 h; inhibition, % at 4 µM; actives 0.78% (n = 360,000); AID 602281;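 active = inhibition above the mean inhibition across every tested compound plus 3 SD, cut at about 22% in these data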;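 also: 0% = DMSO only wells and the 100% control is not disclosed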
# Granule exo inh – blocks lytic granule exocytosis. TALL-104 LAMP-1 surface exposure, flow cytometry; cells stimulated with thapsigargin and PMA. actives 0.66% (n = 360,000). inhibition, % at 10 µM;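 active = inhibition above about 55%, limit read from the data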
# Cardio protect – myocardial damage modulation in H9c2 cells. H9c2 cardiomyocytes, H2O2 injury protection, ATPLite, 2 h. actives 0.63% (n = 360,000). protection from H2O2 cell death, % at 20 µM. AID 588492;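 active = compounds giving at least 50% protection of heart cells from peroxide-induced death in the single-dose screen, raw or plate-pattern-corrected value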;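 also: 0% = DMSO wells with peroxide and 100% = DMSO wells without peroxide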
# PDI inh – inhibitors of human protein disulfide isomerase; actives 0.052% (n = 350,000); P07237; inhibition, % at 10 µM; PDI insulin aggregation turbidity, A650, 90 min;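 active = mean inhibition across replicates of 30% or more, whatever share of single replicates reach that level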;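 also: absorbance from insulin aggregation driven by PDI reduction with DTT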
# The depositor's hits bear a star; . = no result given.
entry	SMILES	ABCB6 inh 2	CaV13 FRET inh	MC4R antagonist	Glyco luc inh	m5-HT2A agonist
1	O=C(CCc1nnc2n(Cc3ccccc3)c(=O)c3ccccc3n12)NCCN1CCOCC1	104	-12	7	1	-2
2	CCc1nnc(NC(=O)CSc2ccc(-c3nc4ccccc4[nH]3)cn2)s1	82	.	7	6	2
3	COc1ccc(S(=O)(=O)NCC(=O)NCc2cc(=O)n(C)c(=O)n2C)cc1F	97	-4	17	1	1
4	COc1cc(NC(=O)CCN2CCN(CCO)CC2)cc(OC)c1	100	-5	13	2	4
5	O=C(NCCCn1ccnc1)c1nc(Cn2cc(Br)cn2)no1	92	-3	-3	-1	-2
6	COc1cc(/C=C/CNC[C@H]2O[C@@H](n3cc(C)c(=O)[nH]c3=O)C[C@@H]2O)ccc1O	102	-4	-1	1	4
7	CCC(=O)C(C#N)(c1ccc(OC)c(OC)c1)C(C)C (centres undefined)	87	-6	5	0	-1
8	COc1cccc(-n2nc(C(N)=O)c(O)cc2=O)c1	95	-2	3	5	7
9	CCc1ccc(N(C(C)=O)C2C=CS(=O)(=O)C2)cc1 (centres undefined)	99	.	20	1	4
10	Cc1csc(CN(C)C(=O)CC2C(=O)NCCN2Cc2ccc(-c3ccccc3)cc2)n1 (centres undefined)	101	-4	29*	-1	6

entry	MC4R barr agon	ABHD5-PLIN5 inh	Granule exo inh	Cardio protect	PDI inh
1	-1.0	-3	-2	18	.
2	2.8	2	0	0	10
3	0.2	5	-1	4	-4
4	0.4	5	9	0	-2
5	1.1	2	-1	2	-8
6	-0.6	8	-3	-2	3
7	-0.6	5	-5	1	1
8	1.6	-10	0	10	0
9	1.0	1	75*	-2	-2
10	1.4	3	-1	7	-2

# Going on with the list:
entry	SMILES	ABCB6 inh 2	CaV13 FRET inh	MC4R antagonist	Glyco luc inh	m5-HT2A agonist
11	COc1ccc(NC(=O)CCNS(=O)(=O)c2cccc3nonc23)cc1	108	-3	-1	1	8
12	CCC(C)NC(=O)CCn1c(-c2ccc(F)cc2)cc(C(C)=O)c1C (centres undefined)	106	4	2	2	-3
13	Cc1cc(C)nc(SCc2ccc(C(=O)N/N=C3\CCCC(=O)C3)cc2)n1	104	-5	9	1	-4
14	COc1cc(C2=CCN(C(C)=O)CC2)ccc1OC(C)=O	100	-6	1	1	-5
15	COc1ccc(/C=N/NC(=O)CC(=O)NC2CCCCC2)cc1	90	5	0	-1	-5
16	Cc1ccc(C2(C)NC(=O)N(CC(=O)Nc3cc(C)on3)C2=O)cc1 (centres undefined)	99	-6	-5	1	0
17	CC1=C(SCc2ccccc2)C(=O)c2ccccc2C1=O	115	-6	8	4	-4
18	CCN1CCN(C(=O)CN(CC)S(=O)(=O)c2ccc3ccccc3c2)CC1	106	-4	5	-1	-4
19	O=C(c1ccc(N2CCOCC2)c([N+](=O)[O-])c1)N1CCN(Cc2ccccc2)CC1	101	-4	10	0	3
20	COc1ccc(C(=O)NNc2cc(C)nc(NNC(=O)c3ccc(OC)cc3)n2)cc1	93	-2	0	3	13

entry	MC4R barr agon	ABHD5-PLIN5 inh	Granule exo inh	Cardio protect	PDI inh
11	2.2	13	2	7	11
12	-2.4	-3	0	-3	-10
13	3.7	8	1	0	-5
14	0.3	-2	5	2	0
15	-1.5	4	-4	-4	-3
16	0.7	7	-1	4	5
17	-2.1	-10	1	-23	4
18	0.4	3	15	-4	-1
19	-1.0	-1	-2	-1	4
20	-0.2	-1	0	-2	-2

# Next structures.
entry	SMILES	ABCB6 inh 2	CaV13 FRET inh	MC4R antagonist	Glyco luc inh	m5-HT2A agonist
21	COc1ccc(Nc2c(-c3cc4ccccc4o3)nc3nc(C)cc(C)n23)cc1	125	-8	.	.	-1
22	O=C(O)CCNS(=O)(=O)c1ccc2ccccc2c1	97	-3	3	-1	-3
23	O=C1C(Cl)=C(NCc2cccnc2)C(=O)c2ccccc21	94	-2	-17	-13	4
24	CN(C)c1oc(-c2ccco2)nc1C#N	99	.	2	0	4
25	O=C1C=C(c2cccc(Cl)c2)C[C@@H](c2ccc(Cl)cc2)C1	96	-10	-2	-3	-3
26	COc1cccc(NC(=O)CN2C(=O)NC(C)(c3ccc(C)cc3)C2=O)c1 (centres undefined)	96	-3	5	-3	-2
27	CN(C)/C=C(\C#N)C(=O)N/N=C(\CC(=O)C(F)(F)F)c1ccco1	96	4	4	0	-3
28	O=C(NCc1ccco1)c1nn2cccnc2c1Cl	93	5	22	0	-2
29	O=C(Nc1cccc(C(=O)N2CCCc3ccccc32)c1)c1ccccc1	95	-20	3	11	0
30	CCC1(c2ccccc2)NC(=O)N(CC(=O)N(C)CC(=O)Nc2ccc(F)c(F)c2F)C1=O (centres undefined)	103	-6	8	0	6

entry	MC4R barr agon	ABHD5-PLIN5 inh	Granule exo inh	Cardio protect	PDI inh
21	.	1	2	.	.
22	-1.6	-7	-5	-2	-3
23	-1.1	3	0	-17	8
24	1.0	0	0	1	14
25	1.8	-8	2	0	9
26	-1.7	4	-1	-3	-3
27	-1.2	1	0	1	-3
28	-0.8	1	3	1	-2
29	-1.1	2	-8	-7	17
30	-1.7	5	0	-3	0

# Ten structures already listed, ordered by length of the SMILES, highest first:
entry	SMILES	ABCB6 inh 2	CaV13 FRET inh	MC4R antagonist	Glyco luc inh	m5-HT2A agonist
6	COc1cc(/C=C/CNC[C@H]2O[C@@H](n3cc(C)c(=O)[nH]c3=O)C[C@@H]2O)ccc1O	102	-4	-1	1	4
20	COc1ccc(C(=O)NNc2cc(C)nc(NNC(=O)c3ccc(OC)cc3)n2)cc1	93	-2	0	3	13
27	CN(C)/C=C(\C#N)C(=O)N/N=C(\CC(=O)C(F)(F)F)c1ccco1	96	4	4	0	-3
26	COc1cccc(NC(=O)CN2C(=O)NC(C)(c3ccc(C)cc3)C2=O)c1 (centres undefined)	96	-3	5	-3	-2
2	CCc1nnc(NC(=O)CSc2ccc(-c3nc4ccccc4[nH]3)cn2)s1	82	.	7	6	2
12	CCC(C)NC(=O)CCn1c(-c2ccc(F)cc2)cc(C(C)=O)c1C (centres undefined)	106	4	2	2	-3
5	O=C(NCCCn1ccnc1)c1nc(Cn2cc(Br)cn2)no1	92	-3	-3	-1	-2
7	CCC(=O)C(C#N)(c1ccc(OC)c(OC)c1)C(C)C (centres undefined)	87	-6	5	0	-1
22	O=C(O)CCNS(=O)(=O)c1ccc2ccccc2c1	97	-3	3	-1	-3
28	O=C(NCc1ccco1)c1nn2cccnc2c1Cl	93	5	22	0	-2

entry	MC4R barr agon	ABHD5-PLIN5 inh	Granule exo inh	Cardio protect	PDI inh
6	-0.6	8	-3	-2	3
20	-0.2	-1	0	-2	-2
27	-1.2	1	0	1	-3
26	-1.7	4	-1	-3	-3
2	2.8	2	0	0	10
12	-2.4	-3	0	-3	-10
5	1.1	2	-1	2	-8
7	-0.6	5	-5	1	1
22	-1.6	-7	-5	-2	-3
28	-0.8	1	3	1	-2

# The results go on.
entry	SMILES	ABCB6 inh 2	CaV13 FRET inh	MC4R antagonist	Glyco luc inh	m5-HT2A agonist
31	O=C(Cn1c(=O)oc2ccccc21)N1CCCCC1	93	-1	7	0	4
32	CC(=O)N1CCN(S(=O)(=O)c2ccc(C)cc2)C1C(C)C (centres undefined)	95	-3	0	0	-1
33	Cc1cccc(OCC(=O)N(Cc2ccccc2)c2c(N)n(Cc3ccccc3)c(=O)[nH]c2=O)c1	95	-6	3	0	-4
34	COc1ccccc1CNCc1ccc(C)cc1	102	-6	9	0	5
35	Cc1ccccc1C(=O)N[C@H](C(=O)Nc1ccc(Cl)c(Cl)c1)C(C)C	106	-5	7	0	1
36	COc1ccccc1CNS(=O)(=O)c1ccc(Br)s1	98	-2	5	-4	-4
37	CSCCC(NC(=O)CCN1C(=O)c2ccccc2C1=O)C(=O)O (centres undefined)	101	-3	12	0	2
38	Cn1ccs/c1=N\C(=O)Nc1ccccc1	98	-3	-5	-5	5
39	COc1cccc(NC(=O)CN(C)C(=O)c2sc3cc(Cl)ccc3c2Cl)c1	99	-6	-2	0	-2
40	CCOC(=O)c1cc(C#N)c(C)nc1N(CC)CC	95	-4	1	0	3

entry	MC4R barr agon	ABHD5-PLIN5 inh	Granule exo inh	Cardio protect	PDI inh
31	-0.9	0	0	2	8
32	-1.1	-3	-11	2	-8
33	4.1	8	-1	-1	-8
34	1.3	-11	-1	5	1
35	17*	-7	6	2	-21
36	-0.8	2	-14	-5	4
37	-2.0	-2	-9	-3	-2
38	1.7	9	-4	-4	-9
39	-1.6	9	-4	-11	-1
40	0.3	-6	8	3	5

# Next records follow:
entry	SMILES	ABCB6 inh 2	CaV13 FRET inh	MC4R antagonist	Glyco luc inh	m5-HT2A agonist
41	COc1cc(NC(=O)Nc2cccc3cccnc23)cc(OC)c1OC	103	-4	8	11	1
42	C#CCSc1nsc(SCC#C)c1C#N	99	.	-11	6	0
43	CCc1nnc2n1N=C(c1ccc(Cl)cc1Cl)CS2	101	-6	1	1	-7
44	Cc1ccc(S(=O)(=O)c2nnn3c2nc(N2CCC(C(N)=O)CC2)c2ccccc23)cc1	101	-5	-11	3	1
45	O=C(Nc1cccc(S(=O)(=O)c2cccc(NC(=O)C3CC3)c2)c1)C1CC1	98	-7	4	0	-9
46	S=C(NCC1(c2ccccc2)CCCC1)Nc1ccccc1	89	-3	3	-10	11
47	COC(=O)C(CCSC)NC(=O)CNC(=O)C1CCCCC1 (centres undefined)	99	-5	-4	0	3
48	O=C(Nc1ccc2oc(-c3cccnc3)nc2c1)c1ccco1	96	.	4	1	15*
49	CCOC(=O)c1sc(-c2ccc(OC)cc2)cc1N	103	.	-2	-7	0
50	CCc1noc(C)c1C(=O)Nc1nc(-c2cccs2)cs1	94	-2	3	0	1

entry	MC4R barr agon	ABHD5-PLIN5 inh	Granule exo inh	Cardio protect	PDI inh
41	-0.4	7	-6	9	4
42	-1.3	-2	-5	-5	0
43	-1.7	-1	-4	1	-1
44	-1.1	-2	-2	-1	4
45	-0.2	10	0	-14	11
46	1.0	-1	36	-17	-3
47	-0.6	-1	-2	8	4
48	1.0	4	-2	13	-6
49	0.4	-6	2	-11	-2
50	-2.1	-4	-4	5	1

# More entries.
entry	SMILES	ABCB6 inh 2	CaV13 FRET inh	MC4R antagonist	Glyco luc inh	m5-HT2A agonist
51	CCCCCCSc1cccc(-c2nc3ccc(C)cn3c2NC2CCCCC2)c1	104	-12	-2	-6	2
52	COc1cc2c(cc1OC)CN(C(=O)CCNS(=O)(=O)c1ccccc1F)CC2	102	-6	16	-1	2
53	Cc1ccc(-n2c(SCc3cc(=O)n4ccsc4n3)nnc2-c2cccnc2)c(C)c1	93	-9	9	-3	-4
54	COc1ccccc1NS(=O)(=O)c1cccc(C(=O)NCc2ccco2)c1	93	-2	7	1	-2
55	O=C(Oc1nsnc1N1CCOCC1)N1CCCC1	92	.	-2	-1	-1
56	Cc1cc(N2CCCCC2)nc(NCc2ccccc2)n1	89	-3	3	23	-10

entry	MC4R barr agon	ABHD5-PLIN5 inh	Granule exo inh	Cardio protect	PDI inh
51	1.0	9	-1	-15	2
52	-4.0	0	10	3	-1
53	1.8	-5	-2	9	1
54	0.5	1	2	6	2
55	-0.1	-4	-1	0	12
56	-0.5	5	3	-23	-12
